Assay outcomes as filed in PubChem BioAssay.
3CLpro inhibitor – SARS-CoV 3CLpro protease inhibition. P0C6X7. recombinant SARS-CoV 3CLpro, quenched FRET peptide cleavage. inhibition, % at 6 µM. actives 0.14% (n = 290,000); in the data active = inhibition above about 12%
Anthrax LF prot – anthrax lethal factor protease inhibition; multiplex microsphere protease cleavage assay, LF; inhibition, % at 10 µM; actives 0.12% (n = 360,000); AID 588501; note: plate controls were buffer without enzyme for full effect and enzyme alone for no effect
VHR inh abs – DUSP3 (human) phosphatase inhibition. inhibition, % at 13.3 µM. P51452. AID 1654. actives 0.52% (n = 290,000). recombinant VHR phosphatase, pNPP absorbance; in the data active = inhibition above about 50%; note: some compounds called inactive have numbers as strong as hits
Target sequence (P51452 whole entry, looked up): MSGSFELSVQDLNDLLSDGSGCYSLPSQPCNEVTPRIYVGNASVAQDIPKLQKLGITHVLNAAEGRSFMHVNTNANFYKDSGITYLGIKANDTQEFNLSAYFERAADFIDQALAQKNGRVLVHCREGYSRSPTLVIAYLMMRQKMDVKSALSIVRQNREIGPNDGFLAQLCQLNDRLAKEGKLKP
BoNT-F LC inh – blocks Botulinum neurotoxin F light chain protease. Multiplex microsphere protease cleavage assay, flow cytometry. actives 0.22% (n = 360,000). inhibition, % at 10 µM; in the data active = inhibition above about 35%, passing the limit was not always enough; inconclusive = no clear call, values can overlap the other calls; note: plate controls were buffer without enzyme for full effect and enzyme alone for no effect
SSB-PriA inh – inhibitors of Klebsiella pneumoniae PriA binding to SSB C-terminal tail | AlphaScreen SSBct-PriA binding, biotinylated peptide | inhibition, % at 33 µM | actives 0.6% (n = 430,000) | AID 1272365; in the data active = inhibition mostly above about 37%, no sharp cut-off; inactive = mostly below about 20%;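 note: plate controls were negative control peptide for no effect and reference peptide for full effect; strong numbers were not always called active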
BoNT A protease – blocks Botulinum neurotoxin A light chain protease. inhibition, % at 10 µM. actives 0.17% (n = 360,000). multiplex microsphere protease substrate cleavage, flow cytometry. AID 588499; note: plate controls were buffer without enzyme for full effect and enzyme alone for no effect
Rv3671c protease – inhibits the M. tuberculosis serine protease Rv3671c; P9WHR9; inhibition, % at 5.96 µM; actives 0.048% (n = 320,000); AID 2606; in the data active = inhibition above about 38%;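 note: extracellular domain of Rv3671c used as enzyme; 0% = enzyme with DMSO and 100% = no enzyme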
Target sequence (P9WHR9 whole entry, looked up, the tested form may be a part): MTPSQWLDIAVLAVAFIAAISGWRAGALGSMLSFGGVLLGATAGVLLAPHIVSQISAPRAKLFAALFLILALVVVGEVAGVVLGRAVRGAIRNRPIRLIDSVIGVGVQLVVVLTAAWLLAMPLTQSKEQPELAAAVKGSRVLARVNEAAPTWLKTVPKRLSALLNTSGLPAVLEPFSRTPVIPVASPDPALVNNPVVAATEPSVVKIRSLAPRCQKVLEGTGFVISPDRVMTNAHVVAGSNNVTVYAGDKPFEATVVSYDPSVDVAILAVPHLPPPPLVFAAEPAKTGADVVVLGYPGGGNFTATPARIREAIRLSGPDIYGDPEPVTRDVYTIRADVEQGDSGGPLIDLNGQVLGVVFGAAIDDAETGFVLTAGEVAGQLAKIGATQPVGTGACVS
MazF activator – increases E. coli MazEF RNase cleavage of RNA; FAM/BHQ RNA-DNA oligo cleavage fluorescence, 5 h; activation, % at 20 µM; actives 0.32% (n = 350,000); P0AE70; in the data active = activation above about 50%
Target sequence (P0AE70 whole entry, looked up): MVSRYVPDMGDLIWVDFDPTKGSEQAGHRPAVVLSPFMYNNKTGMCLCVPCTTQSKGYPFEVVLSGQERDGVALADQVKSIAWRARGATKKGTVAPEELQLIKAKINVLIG
PrPC TRFRET – cell surface PrPC inhibition, primary TR-FRET screen. P04156. TR-FRET read-out. inhibition, % at 13.8 µM. actives 0.43% (n = 370,000). AID 720596; in the data active = inhibition above about 24%; note: 0% = median of the test wells and 100% = reference compound wells
CCHF vOTU inh – CCHFV vOTU protease inhibition; actives 0.55% (n = 370,000); inhibition, % at 11.5 µM; Pep-AMC fluorescence; in the data active = inhibition above about 30%; note: 0% = vehicle wells with enzyme and 100% = no enzyme wells
* marks the source's active call; other numbers are inactive results; ? = inconclusive; . = not tested or not shown. Cut-off read from the data, not from the text of the source, unless noted: active = inhibition above about 30%; inconclusive = no clear call, values can overlap the other calls; inactive = below that. A portion of the library; the hit share may differ from the screen's.

Start of the listing, in advance:
SMILES	3CLpro inhibitor	Anthrax LF prot	VHR inh abs	BoNT-F LC inh	SSB-PriA inh	BoNT A protease	Rv3671c protease	MazF activator	PrPC TRFRET	CCHF vOTU inh
O=C(CNc1ccc2ccccc2c1)N/N=C/c1ccncc1	0	-4	-3	10	.	-0.2	3	1	-24	22
Cc1cccc(C)c1-n1nnnc1C(C1CC1)N1CCN(C/C=C/c2ccccc2)CC1 (centres undefined)	.	-10	.	-13	.	-1.6	.	.	-10	7
CCOc1ccc2noc3c2c1C(=O)c1ccccc1-3	3	1	7	-12	0	15	-8	-2	-39	87*
O=C(CSCc1ccccc1)N/N=C/c1ccc(OCC(=O)N2CCCCC2)cc1	-3	1	18	1	.	0.1	-3	-1	-2	-2
CCCc1nnc(NS(=O)(=O)c2ccc(OC)cc2)s1	2	-5	30	-11	3	-0.5	-3	-2	7	2
COc1ccc(C(C#N)=C2C=CC(=NO)c3ccccc32)cc1	.	9	.	-10	.	0.2	.	.	-8	-1

All compounds of this part, repeating the preview:
SMILES	3CLpro inhibitor	Anthrax LF prot	VHR inh abs	BoNT-F LC inh	SSB-PriA inh	BoNT A protease	Rv3671c protease	MazF activator	PrPC TRFRET	CCHF vOTU inh
O=C(CNc1ccc2ccccc2c1)N/N=C/c1ccncc1	0	-4	-3	10	.	-0.2	3	1	-24	22
Cc1cccc(C)c1-n1nnnc1C(C1CC1)N1CCN(C/C=C/c2ccccc2)CC1 (centres undefined)	.	-10	.	-13	.	-1.6	.	.	-10	7
CCOc1ccc2noc3c2c1C(=O)c1ccccc1-3	3	1	7	-12	0	15	-8	-2	-39	87*
O=C(CSCc1ccccc1)N/N=C/c1ccc(OCC(=O)N2CCCCC2)cc1	-3	1	18	1	.	0.1	-3	-1	-2	-2
CCCc1nnc(NS(=O)(=O)c2ccc(OC)cc2)s1	2	-5	30	-11	3	-0.5	-3	-2	7	2
COc1ccc(C(C#N)=C2C=CC(=NO)c3ccccc32)cc1	.	9	.	-10	.	0.2	.	.	-8	-1
O=C(O)Cn1nnc(-c2ccccc2)c1COc1ccccc1	.	2	.	-12	.	0.1	.	.	5	-9
COc1ccc(C)cc1NC(=O)C(C)N1CCOCC1 (centres undefined)	2	-8	13	-19	-20	-9.8	3	5	6	-10
Cc1ncc([N+](=O)[O-])n1S(=O)(=O)c1cc(Br)ccc1Br	0	-4	7	?	-4	0.5	-1	-14	-7	-1
CCCCCOC(=O)C(C)c1c(C)[nH]c(=S)[nH]c1=O (centres undefined)	-8	-4	32	-10	2	-0.9	4	1	1	-2
O=C(NC1CCCC1)C1=COCCO1	0	0	6	1	-7	-0.9	-12	6	3	6
COC(=O)C1=C(C)NC2=C(C(=O)CC(C)(C)C2)C1c1ccsc1 (centres undefined)	-2	-2	9	-7	4	0.0	-5	-10	1	-4
CCC(=O)c1ccc(OC(=O)/C=C/c2cc(OC)c(OC)c(OC)c2)cc1	2	0	-12	-21	1	-0.5	0	-7	5	-2
Cc1nnc(NC(=O)C23CC4CC(CC(C4)C2)C3)s1	1	11	.	0	-6	1.4	1	2	-1	-6
CCOC(=O)CNC(=O)C1(NC(=O)CNC(=O)OCc2ccccc2)CCCC1	.	-6	.	-14	-13	-0.5	.	5	2	-4
O=C(CN1C(=O)NC2(CCCC2)C1=O)N1CCc2ccccc2C1	2	-1	19	2	-1	0.9	-2	6	0	11
Cc1cccc(NC(=O)C2CCN(S(=O)(=O)c3ccc4ccccc4c3)CC2)n1	.	-3	.	2	-2	2.6	-1	-1	-9	4
COC(=O)Cn1c(CCC(=O)O)ccc1-c1ccccc1	-5	-4	21	-11	-13	0.0	-3	-1	-3	-46
CCCN1CCN(CCCNC(=O)c2cc3c(=O)[nH]c4ccccc4c3s2)CC1	-1	0	-6	-5	-6	-1.2	-1	8	-4	-40
CCC1CCCCN1CCCNC(=O)CC1Oc2ccc(C)cc2NC1=O (centres undefined)	-1	-4	-2	-10	-7	-0.1	2	2	-5	-3
CCOC(=O)c1cccc(NC(=O)CSc2nnc(-c3ccoc3C)n2CC)c1	3	2	29	-2	-5	1.3	3	16	1	2
CSc1nc2ccccc2n1Cc1cccc(F)c1	-6	-3	10	13	-25	-0.1	6	0	-2	6
O=C1c2cccc3c(N4CCCCC4)ccc(c23)C(=O)N1c1ccccc1O	0	7	26	2	-30	7.6	-10	-30	-15	12
COc1cc(F)ccc1-c1csc(C(O)(c2ccccc2)C(F)(F)F)n1 (centres undefined)	.	-8	.	-2	.	-0.6	.	.	-2	9
Cc1cccc(OCC(=O)NCC(=O)N/N=C/c2cccs2)c1	-1	-2	4	4	.	-0.5	6	-7	3	-8
N#Cc1c(N)nc(SCc2ccccn2)c(C#N)c1-c1cccs1	-5	-4	-2	-14	-8	1.1	-44	19	10	-4
Cn1cncc1C#Cc1ccc2c(=O)c3ccccc3oc2c1	.	-4	.	0	-22	0.6	-11	-1	-3	3
CCOCCOC(=O)c1ccc(NC(=O)c2cc3ccccc3o2)cc1	.	-5	.	-13	-8	-2.5	.	-5	8	-2
CC(=O)Nc1nc2nc(-c3ccccc3)cc(-c3ccccc3)n2n1	1	-2	6	6	-6	0.5	-9	3	-3	-46
COc1c2ccoc2c(OC[C@@H](O)C(C)(C)O)c2oc(=O)ccc12	-4	-2	9	7	-8	-0.1	4	3	-13	-8
c1cc(CNCC2CCCO2)ccn1 (centres undefined)	7	0	-13	-1	-2	0.4	-3	1	-2	0
COc1cc(C(=O)NNC(=O)c2ccoc2C)cc(OC)c1OC	2	-2	22	-4	-16	-0.6	6	4	-1	6
O=C(CCNS(=O)(=O)c1c(Cl)cccc1Cl)N1CCCC1	.	-6	.	-5	-12	-0.3	14	2	4	8
Cc1cccc(NC2SC(=O)N(c3ccccc3)C2=O)c1 (centres undefined)	-1	-1	-15	-4	-3	-1.0	-1	7	-6	0
COc1ccc(C(=O)N2CCN=C2SC)cc1	-3	2	22	0	1	0.2	7	1	-3	-14
N=c1c2c(-c3ccccc3)c(-c3ccccc3)n(Cc3ccccc3)c2ncn1CCO	6	-1	36	-1	11	?	4	31	-13	4
Cc1ccc(C(=O)/C=C/C(=O)O)cc1	4	-3	13	-2	5	-0.1	-6	5	12	-7
Cc1nn(CC(=O)N2CCCC2)c(=O)c2nn(-c3ccccc3)c(C)c12	2	0	-31	6	6	-0.6	5	11	-2	8
CCNc1nc(N2CCCCC2)nc(-n2nnc(C(=O)OCC)c2C)n1	3	-4	-2	-4	-3	?	8	0	0	3
COc1ccc([C@H]2C[C@H](n3cc(COC(=O)c4ccccc4)nn3)[C@@H](O)CN2CC2CCCCC2)cc1	.	-3	.	-8	.	-0.3	.	-2	4	9
OCCC1CN(Cc2cc3c(cc2Cl)OCO3)CCN1Cc1ccccc1 (centres undefined)	2	-2	-10	4	1	-0.8	-3	0	0	-11
CC(C)c1ccc(/C=N/NC(=O)c2ccc(-n3cnnn3)cc2)cc1	.	-3	.	-12	.	-1.7	.	-3	-1	4
COc1ccc(S(=O)(=O)Nc2c(C)cccc2C)cc1-n1cnnn1	-5	4	30	-7	-3	-5.8	-5	-2	2	3
CN(C)CCCNC(=O)Cc1ccc(Br)cc1	3	-1	21	3	-4	1.3	0	6	5	19
CCOc1ccc(CCNC(=O)COC(=O)c2c(OC)cccc2OC)cc1OCC	.	-2	.	13	2	3.7	-2	8	2	1
O=C(Nc1ccc(Cl)c([N+](=O)[O-])c1)C(Sc1ccccc1)c1ccccc1 (centres undefined)	7	-3	-10	-4	10	-1.1	-241	33	7	11
COc1cccc(C(=O)N2CCC[C@H]2C(=O)N2CCC[C@H]2C(=O)N[C@@H](C)c2ccccc2)c1	.	0	.	-2	.	-0.3	.	.	-10	-4
CC1CC(C)CN(S(=O)(=O)c2ccc3c(c2)oc(=O)n3CC(=O)N(C)Cc2ccccc2)C1 (centres undefined)	12	-3	17	-12	-29	-0.6	-83	-22	-5	6
CC(C)(C)c1ccc(OCC(O)CNC(=O)c2ccccc2C(=O)O)cc1 (centres undefined)	-4	2	.	-6	-14	-0.7	-3	5	-5	14
COCCN1C[C@@H](CO)O[C@@H](n2cnc3c(NC4CC4)ncnc32)C1	.	3	.	4	.	0.2	.	.	4	-3
CCOC(=O)CSc1nc2cc3c(cc2cc1CC)OCCO3	1	-2	-18	-26	-50	1.5	0	-9	15	8
COc1ccc2ccccc2c1C=NN1CCCCC1	.	-4	.	-7	.	-0.6	.	4	4	0
COC(=O)C(C)(C)ONC(=O)Nc1ccc([N+](=O)[O-])cc1	9	-5	42	1	-3	0.6	-7	6	-2	17
CN(C)S(=O)(=O)c1ccc(C(=O)N2CCN(C(=O)C3CCCO3)CC2)cc1 (centres undefined)	.	2	.	2	-13	1.3	5	6	4	-6
CC(C)CCn1c(Sc2nc3ccccc3o2)nc2c1c(=O)[nH]c(=O)n2C	1	-4	4	-12	3	-0.4	-11	5	-4	-13
O=C(CN1CCN(c2ccccc2)CC1)Nc1nnc(-c2ccccc2)s1	-5	2	13	5	-10	-0.2	2	0	-5	5
NC(=O)C1c2ccccc2Oc2ccccc21	-1	-1	-14	2	-7	-2.9	-2	3	-2	16
CCCCn1nc(C(=O)NNC(=O)c2ccncc2)c2ccccc2c1=O	2	-1	1	-7	-6	-2.5	-1	-4	.	.
COc1ccc(NC(=O)COC(=O)c2ccc(C)c(S(=O)(=O)N3CCCCC3)c2)cc1	.	-8	.	-3	7	-1.3	-7	-4	9	9
COc1ccc(-n2c(SCc3cccnc3)nc3c(c2=O)SCC3)cc1OC	4	-6	-8	-5	0	2.0	.	-8	-3	-6
Further records
SMILES	3CLpro inhibitor	Anthrax LF prot	VHR inh abs	BoNT-F LC inh	SSB-PriA inh	BoNT A protease	Rv3671c protease	MazF activator	PrPC TRFRET	CCHF vOTU inh
O=C(O/N=C\c1ccc(N2CCCCC2)c([N+](=O)[O-])c1)c1ccc(Cl)cc1Cl	6	-2	27	0	.	0.0	-4	1	-5	19
Cc1cccc(Cn2c(NC3CCCC3)nc3c2c(=O)[nH]c(=O)n3C)c1	.	4	.	2	.	-0.3	.	-3	5	2
CSCCC(NC(=O)c1ccc(Cl)cc1)C(=O)NC(C)(C)C (centres undefined)	3	1	3	3	-6	-0.6	-1	-12	3	0
CCN(CC)C(=O)COc1ccc(-c2nnc(N3CCCCC3)c3ccccc23)cc1	-2	1	13	6	-13	-0.7	-7	3	4	-6
C=CCN(CC=C)S(=O)(=O)c1ccc(NC(=S)NC(=O)c2ccco2)cc1	2	1	0	-1	-4	0.5	-4	11	7	7
COc1ccc(C(=O)N2CCC(C(=O)O)CC2)cc1	2	2	-10	-1	-8	-0.2	-1	-5	6	-14
CCCSc1nc2c(c(=O)n1CC)SC(C)C2 (centres undefined)	-3	-6	17	-9	-7	0.5	-4	5	4	1
O=C(Cc1cn(Cc2cccc(Cl)c2)c2ccccc12)N1CCCCCC1	-3	-5	-7	-7	-10	-0.7	-1	-4	8	15
CC(C)C(OC(=O)c1cccs1)C(=O)NCc1ccco1 (centres undefined)	-8	1	-8	5	6	-0.3	-17	7	1	-5
CCOC(=O)CNC(=O)CCCCCC(=O)NCC(=O)OCC	2	-3	27	-13	0	-0.3	5	-11	-1	8
CN(C(=O)c1cc2ccccc2cc1O)C1CCCCC1	-5	-1	10	9	1	0.5	8	-3	2	5
CC(=O)c1c(C)n(-c2ccc(Br)cc2)c2ccc(O)cc12	2	-3	9	?	-7	0.6	2	14	-1	-15
Cc1ccc(C(=O)COC(=O)c2ccncc2)cc1[N+](=O)[O-]	-1	0	-1	-6	1	0.7	4	1	-7	-1
O=C(NCc1ccco1)NC1CCCCC1	-1	0	25	4	7	0.9	-4	-1	-6	-5
O=C1CS/C(=N/N=C/c2ccccc2)N1c1ccc(O)cc1	7	-6	12	?	.	-2.5	-3	2	-1	3
CCCCCCCCN1C(=O)[C@H](CC(=O)NCCC(C)C)C[C@@]2(C(=O)OC)CCCCC=C12	.	1	.	-7	.	-0.6	.	.	8	24
CC1C2CC(CC1(C)C)N(C(=O)Nc1ccc3nccnc3c1)C2 (centres undefined)	1	.	30	.	0	.	-6	-1	-11	-18
